# KDM5B inhibitor = KDM5B demethylase inhibition; AID 1347165; KDM5B demethylase, FDH-coupled NADH fluorescence (FDH is formaldehyde dehydrogenase); 220,000 compounds, 2.6% hits; Potency, µM (doses to about 57.7 µM), for the others: top-dose activity change, negative = inhibition, most hits filed as inhibitors; Q9UGL1; active means well fitted inhibition curve with a large enough effect; inconclusive means small, poorly fitted or top-dose-only effect; inactive means no such curve, though single readings can be large or run the other way; further: 0% is about no effect; nearly all actives have a fitted effect of over 70% in size
# Target sequence (Q9UGL1 whole entry, looked up): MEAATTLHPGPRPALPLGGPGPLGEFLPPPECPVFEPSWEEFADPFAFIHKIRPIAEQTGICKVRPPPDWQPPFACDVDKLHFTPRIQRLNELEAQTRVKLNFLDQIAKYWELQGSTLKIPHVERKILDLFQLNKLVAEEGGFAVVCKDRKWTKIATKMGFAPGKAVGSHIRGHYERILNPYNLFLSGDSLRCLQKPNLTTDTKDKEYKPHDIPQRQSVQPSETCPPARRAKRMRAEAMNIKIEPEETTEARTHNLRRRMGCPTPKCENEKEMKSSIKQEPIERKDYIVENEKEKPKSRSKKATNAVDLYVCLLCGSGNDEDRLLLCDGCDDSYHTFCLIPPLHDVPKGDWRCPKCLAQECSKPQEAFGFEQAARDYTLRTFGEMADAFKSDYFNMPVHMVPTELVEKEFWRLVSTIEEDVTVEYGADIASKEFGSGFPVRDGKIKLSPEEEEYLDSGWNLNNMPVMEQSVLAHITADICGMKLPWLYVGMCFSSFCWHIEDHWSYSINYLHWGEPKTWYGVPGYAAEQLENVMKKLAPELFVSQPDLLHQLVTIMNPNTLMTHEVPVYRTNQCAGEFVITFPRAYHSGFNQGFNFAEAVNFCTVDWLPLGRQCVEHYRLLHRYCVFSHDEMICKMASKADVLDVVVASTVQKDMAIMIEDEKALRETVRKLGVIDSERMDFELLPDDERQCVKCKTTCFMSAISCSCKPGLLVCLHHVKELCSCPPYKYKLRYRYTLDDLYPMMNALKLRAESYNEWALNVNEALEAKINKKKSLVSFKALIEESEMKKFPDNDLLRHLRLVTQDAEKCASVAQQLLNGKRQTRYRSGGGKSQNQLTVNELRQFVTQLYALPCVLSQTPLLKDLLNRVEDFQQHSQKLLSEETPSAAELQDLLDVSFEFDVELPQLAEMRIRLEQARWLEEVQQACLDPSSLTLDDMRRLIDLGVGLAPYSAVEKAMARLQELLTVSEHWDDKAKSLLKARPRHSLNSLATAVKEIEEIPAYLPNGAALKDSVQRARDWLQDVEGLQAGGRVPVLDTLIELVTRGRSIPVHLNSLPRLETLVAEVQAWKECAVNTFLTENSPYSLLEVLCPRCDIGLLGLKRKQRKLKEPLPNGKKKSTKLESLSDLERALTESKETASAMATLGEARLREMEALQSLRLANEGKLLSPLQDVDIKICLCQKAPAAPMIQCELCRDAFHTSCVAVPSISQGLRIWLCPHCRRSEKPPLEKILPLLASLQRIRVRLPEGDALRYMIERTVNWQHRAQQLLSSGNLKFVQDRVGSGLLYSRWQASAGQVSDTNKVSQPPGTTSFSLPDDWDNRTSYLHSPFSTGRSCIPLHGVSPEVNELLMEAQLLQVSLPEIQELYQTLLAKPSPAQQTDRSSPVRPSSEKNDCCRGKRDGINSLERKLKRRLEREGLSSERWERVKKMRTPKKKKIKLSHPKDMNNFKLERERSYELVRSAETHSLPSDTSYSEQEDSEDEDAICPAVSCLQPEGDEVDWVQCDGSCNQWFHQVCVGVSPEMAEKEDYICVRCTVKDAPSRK
#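 Here, H3K4me3 peptide (12.5 µM in substrate mix) is demethylated by KDM5BΔAP, 200 nM final, after 10 min compound exposure. Formaldehyde product is coupled through FDH (0.25 U/mL in mix) to NADH fluorescence; 30-min ΔRFU feeds dose-response curves.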
# Active calls of the source: *; u = inconclusive; [ ] = remark or other dose. Potency means the concentration at half of the fitted maximal effect.
molecule | KDM5B inhibitor
Cc1ccc(CN2CCCN(S(=O)(=O)c3ccccc3)CCC(=O)NCC2)o1 | u
COc1ccc(NC(=O)C2CCN(C(=O)c3ncn4c3COC(c3ccccc3)C4)CC2)cc1OC (stereo not drawn) | 11.5%
Cc1noc(C)c1C(=O)NCC(=O)N1CCCCCNC(=O)CC1c1ccccc1 (stereo not drawn) | 27.4%
CC(=O)Nc1ccc(C2(C(=O)NCc3cccs3)CCCCC2)cc1 | -3.9%
Cc1ccc(/C=N/NC(=O)c2cccc(Br)c2)s1 | -17.6%
O=C(Cn1nc(Br)nc1Br)c1ccc(Cl)cc1 | u
CNC(=O)Nc1ccc(C)n(CC(=O)NCc2ccc(Cl)cc2)c1=O | u
O=C(CN1CCOCC1)Nc1c(-c2ccccc2)c2cc(Br)ccc2[nH]c1=O | 4.1%
CCOc1ccc(S(=O)(=O)Nc2ccc3c(c2)N(C(C)=O)CCC3)cc1 | -3.2%
O=C(Nc1nccs1)c1ccc2ccccc2n1 | -30.7%
Nn1c(SC(C(=O)N2CCCC2)c2ccccc2)nnc1-c1cc(Cl)ccc1Cl (stereo not drawn) | -8.8%
COc1ccccc1Oc1coc2cc(OCc3ccccc3Cl)ccc2c1=O | 2.6%
CN1C[C@H](O)C[C@H]1c1nc(-c2ccc3c(c2)OCO3)no1 | -13.9%[115 µM]
COCCC(=O)N1CCc2oc(C)c(C(=O)N(C)C)c2C1 | -2.1%
COc1ccc(-c2ccc3ncc(Nc4ccc(C(N)=O)cc4)n3n2)cn1 | -23.4%[86.2 µM]
O=C(NC1CCCCC1)N1CCCC(c2noc(COc3ccccc3F)n2)C1 (stereo not drawn) | -17.3%
O=C(CSc1cc(Cl)ccc1Cl)N1CCN(C(=O)c2cccs2)CC1 | 9.3%
O=C(c1cn2ccsc2n1)N1CCC2(CCNCC2)CC1 | -14.0%
Brc1ccccc1-c1nn2c(CN3CCOCC3)nnc2s1 | 5.1%
CC1(C)CC(=O)C(CCS(=O)(=O)OCC(F)(F)C(F)F)(CCS(=O)(=O)OCC(F)(F)C(F)F)C(=O)C1 | -0.6%
COc1ccccc1/C=C/C=C1\Oc2cc(OC(=O)C(C)(C)C)ccc2C1=O | u
O=C(NC[C@H]1O[C@@H](CO)[C@@H](O)[C@H]1N1CCN(c2ccccn2)CC1)c1ccccc1 | -28.7%
COCC[C@]1(O)CCN(C(=O)c2cccc(OCC(N)=O)c2)C[C@H]1C | -8.4%
O=C(Cc1ccccc1)N/N=C/c1cccnc1 | 24.0%
COc1ccccc1CC(=O)N1CCCN(CCc2ccccc2)c2ccccc21 | u
CCOc1ccc(OCCNCc2ccc(OC(C)C(=O)N(C)C)c(OCC)c2)cc1 (stereo not drawn) | u
CCCC1CCC(c2ccc(OC(=O)c3cccnc3)cc2)CC1 (stereo not drawn) | 11.3%
COc1cccc(CNC(=O)CN2C(=O)NC(c3ccc(Cl)cc3)C3=C2COC3=O)c1OC (stereo not drawn) | -3.9%
CCCc1nnsc1C(=O)N[C@@H]1CCOC[C@H]1Oc1ccccn1 | 13.4%
CC/C(=N\NC(=O)c1ccc(C(C)(C)C)cc1)c1ccccc1 | 23.3%
O=C1CCCCC(C(=O)NCCc2ccncc2)N1 (stereo not drawn) | 24.2%
Cc1nn(-c2ccc(C(F)(F)F)cc2)c(C)c1[C@@H]1C=C[C@@H](NC(=O)c2cccs2)C1 | -10.6%[86.2 µM]
Cc1nnc(NC(=O)CN2CCN(c3cccc(C)c3C)CC2)s1 | 5.4%
Cc1cnc(CCNC(=O)Nc2ccc3c(c2)OCCO3)n1Cc1ccc(F)cc1 | -0.2%
CCn1c(=O)cc(N2CCN(C(=O)c3ccco3)CC2)[nH]c1=O | 31.2%
COc1ccc(-c2c(NC(=O)c3ccc([N+](=O)[O-])cc3)oc3c(C)cccc3c2=O)cc1 | 12.9%
Cn1nc2n(c1=O)CCN(C(=O)c1ccncn1)CC2 | -19.1%
Cc1c(Cl)cccc1NC(=O)CN1C(=O)COc2ccc(S(=O)(=O)Nc3ccccc3)cc21 | -6.7%
CCCC(=O)NC1CCN(c2ccccc2S(=O)(=O)C(F)(F)F)CC1 | 12.3%
O[C@H]1CC[C@@H](Cc2cc(CN3CCCCC3)on2)O[C@@H]1CNCc1cccnc1 | 198.9%[activator][86.2 µM]
Cc1ccc(-c2nnc(C3CN(C(=O)c4cccs4)CC34CCOCC4)o2)cc1 (stereo not drawn) | 1.5%
CC1(C)CNC(=O)c2nc(CCN3CCCc4ccccc43)[nH]c2C1 | 15.8µM*
CN(Cc1ccc(F)cc1)c1ccc2ncc(Nc3ccncc3)n2n1 | u
Cc1ccc(CNC(=O)Nn2cnc3ccccc32)cc1 | -11.8%
COc1ccc(C)cc1NC(=O)N1CCN(C)C2(CCC(=O)N(C)CC2)C1 (stereo not drawn) | -13.1%
COc1ccc(-c2nc(Cn3nnc(C(=O)Nc4ccccc4F)c3N)c(C)o2)cc1OC | 7.1%
O=C(Cn1c(-c2cccs2)cc2cc(Cl)ccc21)N1CCCCC1 | u
CC(NC(=O)c1cnccn1)c1ccncc1 (stereo not drawn) | 12.5%
COc1cc(NC(=O)Cn2c(N3CCOCC3)nc(C)cc2=O)cc(OC)c1OC | 7.4%
CC(=O)Nc1cccc(C(=O)NC2CCCN(c3cc(-c4ccc(Cl)cc4)[nH]n3)C2)c1 (stereo not drawn) | -16.0%
CCCc1nnc(C[C@@H]2C[C@@H](C(C)C)[C@H](CN3CCC(CO)CC3)C=C2C)o1 | -25.1%[86.2 µM]
COc1ccc(C(=O)NC2CCCC2)cc1OC | 4.7%
COc1ccccc1CNC(=O)CSc1nc2nc(C)c(Cc3ccccc3Cl)c(C)n2n1 | -18.2%
COc1cccc(C(=O)N(Cc2sccc2C)C2CCS(=O)(=O)C2)c1 (stereo not drawn) | -4.5%
O=C(CSc1n[nH]c(-c2ccncc2)n1)Nc1ccccc1 | 17.4%
Cc1cccc(OCC(=O)N(Cc2cccc(Cl)c2)Cc2ccco2)c1C | -29.7%
Cn1c(=O)c2c(ncn2CC(=O)Nc2nc3ccccc3s2)n(C)c1=O | 0.5%
O=C1NCc2ccccc2CC12CCCN2CC1CCCCC1 (stereo not drawn) | -5.0%[149 µM]
CCN1CCN(c2nc3ccccc3nc2C(C#N)S(=O)(=O)c2ccccc2)CC1 (stereo not drawn) | u
COc1ccc2cc(C(=O)N3CCC4(CC3)CC(Cc3nc(C)no3)CCO4)[nH]c2c1 (stereo not drawn) | -24.4%

# Going on with the list:
molecule | KDM5B inhibitor
O=C(Nc1ccc(C(=O)N2CCN(c3ccc(F)cc3)CC2)cc1)c1nsc2ccccc12 | -16.5%
CCc1cc(N(C)Cc2noc(C3CC3)n2)n2nc(C)c(C)c2n1 | 13.3%
O=C(N[C@H]1CCOC[C@H]1C1CCOCC1)c1cnc(CN2CCCC2)s1 | 23.6%
COc1ccc(OC)c(NC(=O)Cn2c(=O)n(Cc3nc(C)no3)c(=O)c3ccccc32)c1 | 1.3%
COc1ccc(-c2cc(C(=O)NCCC(=O)N3CCOCC3)c3ccccc3n2)cc1OC | -8.7%
COc1ccc2c(c1)CC(NC(=O)Nc1ccc(Br)c(C)c1)CO2 (stereo not drawn) | -0.8%
c1ccc(CCCNc2nccc(-c3ccccn3)n2)nc1 | 28.2µM*
O=C(Cc1cccc(C(F)(F)F)c1)N1CCCc2ncc(C(=O)N3CCC[C@@H]3c3ccc(F)cc3)cc21 | -8.1%
COc1ccc(N2C(=O)C(C)(C)CS2(=O)=O)cc1S(=O)(=O)N1CCc2ccccc21 | 3.3%
c1ccc2c(c1)CCN2C1CN(CC2CC2)C1 | 1.2%[230 µM]
COCc1cn([C@H]2CO[C@H]3[C@@H]2OC[C@@H]3NC(=O)c2ccc(C(F)(F)F)cc2)nn1 | 14.3%[86.2 µM]
O=C1NC2(CN(C(=O)Cc3ccccc3)C2)Oc2ccccc21 | -10.1%[86.2 µM]
Cc1ccc(-n2ncc3c(Nc4ccc5c(c4)OCCO5)ncnc32)cc1Cl | -19.2%
NS(=O)(=O)c1ccc(NC(=O)Nc2ccc(C(F)(F)F)cc2)cc1 | 13.1%
CCOC(C)C(=O)NN (stereo not drawn) | 8.1%
CN1CCc2c(sc(NC(=O)Nc3ccc(Cl)cc3)c2C(N)=O)C1 | u
O=C(O)C(Cc1ccc(O)cc1)N1C(=O)C2CCCCC2C1=O (stereo not drawn) | 5.3%
Cc1ccccc1C(=O)NC1(C(F)(F)F)N=C(c2ccccc2)N(C2CCCCC2)C1=O (stereo not drawn) | -12.9%
O=C(NCC1CCN(c2cc(-c3ccc(F)cc3)[nH]n2)CC1)c1ccc2nc[nH]c2c1 | -38.6%
CCc1ccc2c(c1)NC(c1cccnc1)=NC(c1ccc(C(C)(C)C)cc1)=N2 | -29.1%
COCc1noc(CCNC(=O)[C@H]2CCC[C@@H](O)C2)n1 | -8.4%
Cc1oc2ccccc2c1CNC(=O)N(C)C | 10.2%
CCN(CC)CCCNC(=O)c1ccc2c(=O)n(CCc3ccccc3)c(=O)[nH]c2c1 | u
C(=N\N=C(c1ccccc1)c1ccccc1)/c1c[nH]c2ccccc12 | -5.4%
Cc1nc2nc(NCc3cc(F)cc(F)c3)[nH]n2c(=O)c1CCO | -0.5%
COC(=O)C1=C(C)N=C2SC=C(CC(=O)NC3CC3)N2C1c1cccc(F)c1 (stereo not drawn) | u
COCCN1CC(c2n[nH]c(C3CCOCC3)n2)CCC1=O (stereo not drawn) | u
Cc1ccc(NC(=O)N2CC(c3nnc(C(C)C)o3)C3(CCOCC3)C2)cc1 (stereo not drawn) | 10.8%
O=C1CC(c2ccc(F)cc2)c2c(c3ccccc3[nH]c2=O)O1 (stereo not drawn) | u
CSCC(=O)N1CCC(C2CCN(C(C)=O)CC2)C1 (stereo not drawn) | 11.9%
CC(Oc1ccccc1F)C(=O)Nc1c(F)cccc1F (stereo not drawn) | -5.5%
CC1C(c2cccs2)=[N+]([O-])C(C)(c2ccc(Br)cc2)N1O (stereo not drawn) | -4.7%
COC(=O)c1ccccc1NC(=O)CCCn1nc(C)c2c(C)n(-c3ccccc3)nc2c1=O | -10.0%
C[N+](C)(N)CC(=O)[O-] | -6.3%
COc1cccc(-c2nc(CSc3nc(C)cc(=O)[nH]3)c(C)o2)c1OC | -7.7%
CC1=C[C@@H](CNC2CCN(C)CC2)[C@H](C(C)C)C[C@H]1Cc1nc2ccccc2[nH]1 | -4.7%[86.2 µM]
Cc1cnc(C)c(-c2cc(O)c3c(c2)CN(C(=O)c2ccncn2)CCO3)n1 | 25.1µM*
COCCCNC(=O)c1ccc(-n2c(-c3ccccc3)cc3c2CCC(C)C3)cc1 (stereo not drawn) | u
Cc1ccc(NS(=O)(=O)c2ccc3nc(-c4ccccc4)[nH]c3c2)cc1Cl | -4.4%
O=C(CN1CCN(Cc2ccccn2)CC1)Nc1cccc2nonc12 | 9.1%
Cc1ccc(-c2ccc(SCC(=O)NC3CCCCC3)nn2)cc1 | 17.5%
Cc1cc(=O)oc2cc(OCC(=O)OCC(=O)Nc3ccc(OC(F)F)cc3)ccc12 | 223.0%[activator]
CCCN(C(=O)C(=O)c1c[nH]c2ccccc12)c1ccc(F)cc1 | 14.8%
O=C(Nc1ccc2oc(C3CC3)nc2c1)c1ccc(=O)[nH]c1 | 5.8%
CC1=C(C(=O)OCC(F)(F)F)C(c2ccc3c(c2)OCO3)NC(=O)N1 (stereo not drawn) | -1.9%
CCCCn1nc(C(=O)Nc2ccc(OC)c(OCCOC)c2)c2ccccc2c1=O | -16.1%
O=S(=O)(c1ccc(C2CCCCC2)cc1)N1CCN(c2cc(Cl)ccc2Cl)CC1 | 2.8%
O=C(O)CNC(=O)c1ccc(NS(=O)(=O)c2cc(Cl)ccc2Cl)cc1 | 20.9%
Cn1nccc1C(=O)N1CCCC(N2CCN(c3cccc(C(F)(F)F)c3)CC2)C1 (stereo not drawn) | 6.1%
Oc1ccc(C2(c3cccc(Cl)c3)CCCCC2)cc1 | 1.6%
COc1ccc(C(=O)N2CCC3(CC2)c2[nH]c4ccccc4c2CCN3C)cn1 | u
O=C(COc1ccc2ccccc2c1)NCc1ccccc1CN1CCCC1 | 8.3%
Cc1cc2nc3s/c(=C/c4ccc(-c5ccccc5C(=O)O)o4)c(=O)n3c2cc1C | -27.4%
CC(C)C(=O)N1CCC(Oc2ccccc2)C1 (stereo not drawn) | -19.9%
COc1ccc(CNC(=O)CC[C@]23CC[C@](C)(O)C[C@H]2C(C)(C)C[C@@H]3NC(=O)c2cccs2)cc1 | 2.6%
COc1ccc2cc(C(=O)NCCCN3CCCC3=O)c(C)nc2c1 | 20.1%
COC(=O)CCNC(=O)c1ccc(C#N)cc1 | 20.2%
COc1ccc(C(=O)N2C3CCCC2CC(=O)C3)cc1 | 7.6%[86.2 µM]
O=C(COc1ccc2ccc(=O)oc2c1)Nc1ccc(F)c(F)c1 | u
Cc1ccc(S(=O)(=O)N2CCCN(C)c3ccccc32)cc1F | u

# Reformatted field by field: 4 of the compounds above.
canonical_smiles: O=C(O)C(Cc1ccc(O)cc1)N1C(=O)C2CCCCC2C1=O (stereo not drawn)
  KDM5B inhibitor: 5.3%

canonical_smiles: Cc1ccccc1C(=O)NC1(C(F)(F)F)N=C(c2ccccc2)N(C2CCCCC2)C1=O (stereo not drawn)
  KDM5B inhibitor: -12.9%

canonical_smiles: O=C(NCC1CCN(c2cc(-c3ccc(F)cc3)[nH]n2)CC1)c1ccc2nc[nH]c2c1
  KDM5B inhibitor: -38.6%

canonical_smiles: CCc1ccc2c(c1)NC(c1cccnc1)=NC(c1ccc(C(C)(C)C)cc1)=N2
  KDM5B inhibitor: -29.1%

# High-throughput results as filed in PubChem.

# Only part of the results is shown. The share of hits here may be higher or lower than overall.
